Screening data from PubChem BioAssay.
M4 PAM = CHRM4 positive allosteric modulation; P08173; CHO-K1 hM4/Gqi5, Fluo-8 calcium fluorescence, ACh EC20; 0% = ACh EC20, 100% = maximal ACh; activation, % at 3 µM; actives 0.4% (n = 360,000); AID 624126;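 active = activation above its plate's cutoff, the mean activation of sample wells plus 3 SD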; note: some results filed as inactive read as strong as hits
Target sequence (P08173 whole entry, looked up): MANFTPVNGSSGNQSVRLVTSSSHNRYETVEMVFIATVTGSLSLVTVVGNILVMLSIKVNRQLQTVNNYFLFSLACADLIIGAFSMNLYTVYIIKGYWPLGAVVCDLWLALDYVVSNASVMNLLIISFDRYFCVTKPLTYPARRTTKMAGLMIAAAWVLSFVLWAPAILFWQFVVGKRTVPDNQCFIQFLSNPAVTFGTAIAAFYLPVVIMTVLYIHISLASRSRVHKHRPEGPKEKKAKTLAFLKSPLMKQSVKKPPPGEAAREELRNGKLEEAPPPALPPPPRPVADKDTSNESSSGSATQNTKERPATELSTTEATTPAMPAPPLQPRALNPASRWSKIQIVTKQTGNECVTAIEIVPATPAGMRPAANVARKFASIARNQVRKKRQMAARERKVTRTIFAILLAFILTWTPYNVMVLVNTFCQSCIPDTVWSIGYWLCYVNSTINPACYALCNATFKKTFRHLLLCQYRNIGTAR
M5 PAM = potentiates acetylcholine response at human M5 receptor | P08912 | CHO-K1 hM5, Fluo-8 calcium, ACh EC20 PAM; 0% = ACh EC20, 100% = ACh EC100 | activation, % at 3 µM | actives 0.3% (n = 360,000) | AID 624038;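 active = activation above the run cutoff, the mean activation of all test compounds plus 3 SD, cut at about 18% in these data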
Target sequence (P08912 whole entry, looked up): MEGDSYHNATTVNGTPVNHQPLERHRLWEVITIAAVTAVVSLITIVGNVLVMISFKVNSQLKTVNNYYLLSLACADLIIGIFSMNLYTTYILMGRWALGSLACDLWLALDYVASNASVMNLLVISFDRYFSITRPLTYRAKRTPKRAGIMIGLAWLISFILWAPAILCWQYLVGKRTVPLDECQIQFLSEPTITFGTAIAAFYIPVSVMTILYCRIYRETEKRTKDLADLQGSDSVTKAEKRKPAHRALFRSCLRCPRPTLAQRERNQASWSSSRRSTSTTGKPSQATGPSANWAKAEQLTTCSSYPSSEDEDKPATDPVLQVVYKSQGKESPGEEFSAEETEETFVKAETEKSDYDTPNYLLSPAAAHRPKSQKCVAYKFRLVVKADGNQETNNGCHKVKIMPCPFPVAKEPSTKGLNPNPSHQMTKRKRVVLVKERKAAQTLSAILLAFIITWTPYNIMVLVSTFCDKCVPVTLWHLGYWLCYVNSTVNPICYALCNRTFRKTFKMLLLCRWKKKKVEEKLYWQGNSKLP
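Assay system – human M5 receptor in CHO-K1 cells · Read-out – % activation, ACh-normalized · Technique – Fluo-8 calcium fluorescence · Dosing – single-point, 3 µM nominal · Incubation – Fluo-8 loading 80 min at 37 °C plus 30 min room temperature · Repeats – singlicate, one well per test compound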
CHRM5 antagonist = blocks acetylcholine activation of human M5 receptor | CHO-hM5 cells, Fluo-8 calcium fluorescence, ACh EC80 | inhibition, % at 3 µM | actives 0.59% (n = 360,000) | AID 624040;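 active = inhibition above a per-plate cutoff, the mean of that plate's test compounds plus 3 SD, cut at about 27% in these data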;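 note: 0% = acetylcholine EC80 with DMSO and 100% = DMSO without agonist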
M4 antag = blocks acetylcholine activation of human M4 receptor | P08173 | CHO-hM4 cells, ACh EC80, Fluo-8 calcium fluorescence | inhibition, % at 3 µM | actives 0.73% (n = 360,000);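 active = inhibition above its plate's cutoff, the mean inhibition of sample wells plus 3 SD, cut at about 27% in these data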;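 note: 0% = acetylcholine EC80 with DMSO and 100% = DMSO without agonist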
CRFBP-R2 block = blocks CRF-induced signaling of the CRF-BP/CRF-R2 complex. HEK293 CRF-R2/CRF-BP, CRF-induced calcium fluorescence. inhibition, % at 11.8 µM. actives 0.59% (n = 350,000). AID 588475;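 active = inhibition of the ligand-induced calcium signal above about 50% at the single tested concentration, limit read from the data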
M4 ag = CHRM4 agonism in calcium assay; CHO-K1 hM4/Gqi5, Fluo-8 calcium fluorescence; vehicle 0%, full acetylcholine response 100%; activation, % at 3 µM; actives 0.14% (n = 360,000); AID 624127;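 active = activation above the run mean over all test wells plus 3 SD, cut at about 32% in these data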;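 note: peak over basal fluorescence ratio per well then scaled between controls; 0% = DMSO wells and 100% = acetylcholine at EC100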
CHRM1 PAM = potentiates human M1 receptor response to acetylcholine. actives 0.088% (n = 360,000). AID 588819. CHO-K1 hM1, Fluo-8 calcium fluorescence, ACh EC20; 0% = ACh EC20, 100% = maximal ACh. P11229. activation, % at 3 µM; in the data active = activation above about 19%, passing the limit was not always enough
M5 ag = agonists of human muscarinic M5 receptor (CHRM5); P08912; CHO-K1 hM5 cells, Fluo-8 calcium fluorescence; 0% DMSO wells, 100% maximal acetylcholine response; activation, % at 3 µM; actives 0.19% (n = 360,000); AID 624037;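 active = activation above the run's mean over test compounds plus 3 SD, cut at about 23% in these data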;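 note: signal is peak over basal fluorescence ratio across the kinetic read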
CRFBP-R2 agonist = CRF-BP/CRF-R2 complex agonism; HEK293 CRF-R2/CRF-BP, calcium dye fluorescence (FLIPR); percent of saturating CRF peptide response; activation, % at 13.2 µM; actives 0.46% (n = 350,000); AID 588473;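 active = activation of at least 50%, plus an integration ratio under a set limit after plate pattern correction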;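 note: plate controls were neutral control wells without compound for no effect and CRF at EC100 for full effect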
An asterisk follows results filed as active; nt = no result given. This is a random part of the collection. About 2.6% of those tested had a hit in this group.

compound	M4 PAM	M5 PAM	CHRM5 antagonist	M4 antag	CRFBP-R2 block	M4 ag	CHRM1 PAM	M5 ag	CRFBP-R2 agonist
CC(NC(=O)c1cc(=O)[nH]c2ccccc12)c1ccccc1 (stereo not drawn)	3	0	-4	-3	27	1	-5	-6	-0.5
O=C(COc1ccc(Br)cc1Cl)NC(=O)NCc1ccccc1	-1	-7	-4	-3	-33	0	11	-1	-0.2
CCN(CC)S(=O)(=O)c1ccc(NC(=O)CSc2nnc(-c3cccc(OC)c3)n2C)cc1	-7	-3	-2	-2	10	4	-9	2	-1.3
CCCC(c1nnnn1CCc1ccccc1)N1CCN(C2CCCC2)CC1 (stereo not drawn)	-8	-2	8	7	-8	2	-7	-10	-0.7
O=C(CC1S/C(=N/N=C/c2cccs2)NC1=O)Nc1ccc(Cl)cc1 (stereo not drawn)	-2	-2	-2	15	-59	1	11	0	-0.6
Cc1ccc(NC(=O)Cn2nnc3ccccc3c2=O)cc1C	-1	-4	11	5	1	1	5	-1	-1.2
CSc1ccc(CN2CCN(C(=O)c3ccc([N+](=O)[O-])cc3)CC2)cc1	-9	-9	1	3	-18	9	-10	5	-0.5
COCC1CCCCC1OS(N)(=O)=O (stereo not drawn)	2	10	-3	-2	2	1	7	4	-1.2
Cc1ccc2cc(C(c3nnnn3C3CCCC3)N(Cc3ccco3)Cc3cccs3)c(=O)[nH]c2c1 (stereo not drawn)	-7	-4	6	7	3	-1	4	0	1.4
O=C(Nc1nn[nH]n1)c1cccc([N+](=O)[O-])c1	1	-1	3	-3	-3	1	1	-3	-0.1

Record cards, as listed above.
`Cc1ccc2cc(C(c3nnnn3C3CCCC3)N(Cc3ccco3)Cc3cccs3)c(=O)[nH]c2c1` (stereo not drawn) in the list: M4 PAM: -7; M5 PAM: -4; CHRM5 antagonist: 6; M4 antag: 7; CRFBP-R2 block: 3; M4 ag: -1; CHRM1 PAM: 4; M5 ag: 0; CRFBP-R2 agonist: 1.4
`O=C(CC1S/C(=N/N=C/c2cccs2)NC1=O)Nc1ccc(Cl)cc1` (stereo not drawn) in the list: M4 PAM: -2; M5 PAM: -2; CHRM5 antagonist: -2; M4 antag: 15; CRFBP-R2 block: -59; M4 ag: 1; CHRM1 PAM: 11; M5 ag: 0; CRFBP-R2 agonist: -0.6

Next results:
compound	M4 PAM	M5 PAM	CHRM5 antagonist	M4 antag	CRFBP-R2 block	M4 ag	CHRM1 PAM	M5 ag	CRFBP-R2 agonist
Cc1[nH]c2ccccc2c1C(=O)COC(=O)c1ccccc1O	2	1	16	-1	-11	6	-12	2	4.2
O=C(Cc1cccs1)NC(Cc1c[nH]c2ccccc12)C(=O)O (stereo not drawn)	-12	1	12	-4	-8	0	11	-3	0.7
COc1ccc(N(C(=O)CCl)C(C(=O)NCCc2ccccc2)c2cccs2)cc1Cl (stereo not drawn)	5	6	3	0	-81	1	16	-1	0.7
Cc1ccc(SCC(=O)NNC(=O)CNC(=O)c2ccccc2F)cc1	11	-2	15	-13	-2	1	3	1	-1.3
Cc1[nH]c2ccccc2c1C(=O)COC(=O)Cn1cnc2ccccc21	13	-4	8	-3	-18	5	-1	0	-1.0
CCOc1ccccc1CNn1cnnc1SCC(=O)NC(C)(C)C	-5	0	-1	-1	4	1	1	1	-1.7
CCOC(=O)c1cnc2ccc(OCC)cc2c1N1CCN(C)CC1	19	0	10	-3	-9	1	2	-5	1.3
CCCCOC(=O)C(NC(=O)c1ccccc1)=C(C)C	14	0	-6	-6	-8	1	3	-4	-0.5
Cc1cc(C)nc(SCC(=O)Oc2ccc3oc(=O)cc(C)c3c2)n1	-2	-2	-3	3	2	0	-3	0	-0.4
Cc1ccc(NC2CCCN(C(=O)CCN3CCCCO3)C2)cc1C (stereo not drawn)	-2	4	8	-7	-16	0	5	-3	1.6
CCC1=C(OC(=O)N(CC)CC)N2C(=O)OC(=NCCOC)[C@]2(Cc2ccccc2)[C@H]2C1=CC[C@H]1C(=O)N(CC(=O)OC)C(=O)[C@H]12	1	0	6	-1	0	1	4	0	-1.5
CNC(=O)CSc1nnc(-c2ccc3c(c2)OCO3)n1C	2	1	3	-6	4	1	11	-4	0.4
O=C(CN1C(=O)NC2(CCCCC2)C1=O)N1CCN(S(=O)(=O)/C=C/c2ccccc2)CC1	11	-1	9	-10	-3	-1	14	0	-0.7
COc1ccc(NC(=O)CNS(=O)(=O)c2cccs2)cc1	6	0	-1	8	-7	0	11	1	-0.1
O=C(CSCc1cccc(Cl)c1)Nc1ccccc1-c1ccccc1	-5	-5	-7	-2	31	1	0	-5	0.3
COc1ccc(NS(=O)(=O)c2cccc(C(=O)NNC(=O)c3cccn3C)c2)cc1	-5	0	-18	2	13	1	3	1	0.1
O=C(COc1cccc(C(F)(F)F)c1)NNC(=O)c1ccc(=O)[nH]c1	1	2	10	8	8	1	20	-1	1.8
COc1ccc(-c2sc3ccc(OC)cc3c2C#CCCO)cc1	3	8	5	3	-1	0	9	-2	-0.8
C[C@]12CC[C@@H]3c4ccc(O)cc4CC[C@H]3[C@@H]1C[C@@H](O)[C@@H]2O[C@@H]1O[C@H](C(=O)O)[C@@H](O)[C@H](O)[C@H]1O	-4	-1	1	6	-32	0	-3	-1	0.3
O=c1c2c(O)cc(O)cc2oc2ccc(O)c(O[C@@H]3O[C@H](CO)[C@@H](O)[C@H](O)[C@H]3O[C@H]3O[C@H](CO)[C@@H](O)[C@H](O)[C@H]3O)c12	-1	-2	2	-3	4	1	6	0	1.6
CCn1c(SCC(N)=O)nnc1-c1cc2c(C)nn(-c3ccccc3)c2s1	14	-1	-9	3	13	5	6	-1	-6.7
O=C(CCN1CCOCC1)Nc1ccc(F)cc1	0	7	-7	-2	-3	0	11	4	1.1
CCOC(=O)C1(CCOc2ccccc2)CCN(Cc2ccccc2O)CC1	0	-16	7	-8	12	3	7	-22	-0.6
O=C(Nc1ccc(N2CCCC2)c(Cl)c1)c1ccc([N+](=O)[O-])cc1	2	4	-2	-3	-14	0	2	-3	-0.5
CCCC(=O)Nc1nnc(C2CCCO2)s1 (stereo not drawn)	-5	-2	2	1	-7	2	3	4	-2.1
c1ccc(C2=Nc3cccnc3C(c3ccccc3)=NN2)cc1	6	0	4	-6	1	2	5	-1	-0.5
C=CCn1c(SCC(=O)N2CCN(c3ccc(F)cc3)CC2)nnc1-c1ccco1	10	3	-11	-29	-15	6	5	1	4.4
Cc1ccc(NC(=O)Cn2c(=O)oc3ccccc32)cc1Cl	-8	-10	3	-8	-4	7	-13	2	-0.7
CC(=O)N1CCOCCOCCN(C(C)=O)CCOCCOCC1	2	-6	9	-9	5	0	3	-1	-0.8
COc1ccc(-c2cc(C(F)F)n3ncc(C(=O)N4CCc5ccccc5C4)c3n2)cc1	-6	-6	1	-7	-38	2	-5	-9	3.7
O=C(CN1CCC(c2nc3ccccc3s2)CC1)NCc1ccccc1	-7	-10	0	9	-6	5	1	-7	-1.2
COc1ccc(NC(=O)NC(C)c2ccc3c(c2)OCO3)cc1OC (stereo not drawn)	1	-3	6	5	3	1	7	-1	0.4
CC1(C)Oc2ccc(C(=O)NC3CCCC3)cc2N(CC(=O)NC2CCCC2)C1=O	14	8	-3	16	-1	1	3	3	-2.1
Cc1cc(N(C)C(=O)c2ccc3c(c2)S(=O)(=O)c2cc(Cl)ccc2C3=O)c(C(F)(F)F)o1	6	11	7	-13	-1	1	-4	2	-0.4
O=S(=O)(NCc1cccnc1)c1cccs1	16	-7	-3	0	6	2	12	-1	-1.1
NS(=O)(=O)c1ccc(NC(=O)COC(=O)C2CC(=O)N(Cc3ccccc3)C2)cc1 (stereo not drawn)	4	1	5	4	8	2	3	0	-1.2
c1ccc(Sc2cnc3ccccc3n2)cc1	20	-5	-10	1	9	-1	6	3	-3.1
COc1c2ccoc2c(OC[C@@H](OC(C)=O)C(C)(C)O)c2oc(=O)ccc12	11	-2	5	-17	0	1	4	2	-0.2
N#C/C(=N\Nc1ccc(Cl)cc1)C(=N)N1CCCCCC1	3	4	-1	3	-1	4	-1	2	-0.5
CCCCN(C)C(=O)Cn1nc(-c2ccc(Cl)cc2)ccc1=O	4	1	2	-13	2	0	10	-3	0.0
Brc1ccc([C@H]2C=C[C@H]3CCCN4CC[C@H]2[C@@H]3[C@]42CO2)cc1	-7	-3	-3	4	nt	1	nt	-4	nt
COc1cccc(Cn2cnc(-c3ccccc3OC)c2-c2ccco2)c1	-2	-6	0	-1	nt	5	nt	2	nt
O=C(Cn1cnc([N+](=O)[O-])n1)N/N=C/c1ccc2ccccc2c1	-4	2	-2	6	14	2	-5	1	-2.9
COC(=O)[C@]1(C)N[C@H](CN(C)C(=O)Nc2ccc(C(F)(F)F)cc2)[C@@H]2C(=O)N(C)C(=O)[C@@H]21	2	-3	3	-4	5	0	0	1	-0.8
Cc1c(N(C(=O)CNC(=O)c2ccccc2)C2(C(=O)NC3CCCC3)CCCCC2)c(=O)n(-c2ccccc2)n1C	4	7	5	-9	-6	0	9	2	-0.3
CCCC(=O)N1CCCC1(C)C(=O)Nc1cccc(OC(C)C)c1 (stereo not drawn)	6	-1	2	-2	nt	1	11	2	nt
Cc1cc(C)c(S(=O)(=O)N2CCCC(C(=O)NC3CCCC3)C2)c(C)c1 (stereo not drawn)	0	-3	5	3	-2	3	4	1	-0.6
Cc1ccc(S(=O)(=O)N2CCN(C(=O)N3CCOCC3)C2C(C)C)cc1 (stereo not drawn)	1	1	7	-15	5	1	6	-5	0.5
COc1ccc(C(C)=O)cc1COC(=O)c1c(C)nn(-c2ccccc2)c1C	-9	-11	11	-3	30	3	-7	-4	1.1
COC(=O)c1ccc(COc2ccc(C)cc2[N+](=O)[O-])o1	4	-1	1	0	7	0	10	-12	-1.6

The list goes on:
compound	M4 PAM	M5 PAM	CHRM5 antagonist	M4 antag	CRFBP-R2 block	M4 ag	CHRM1 PAM	M5 ag	CRFBP-R2 agonist
CN(C)C(CNC(=S)Nc1ccc(F)cc1)c1cccnc1 (stereo not drawn)	5	6	8	11	3	0	9	-2	-0.9
O=C(Nc1ccc(C(=O)O)cc1)/C(=C\C=C\c1ccccc1)NC(=O)c1ccccc1Br	5	-8	26	4	-11	3	8	-2	0.8
CC(C)Oc1ccc(NC(=O)Oc2ccccc2)cc1	0	1	2	6	-16	-1	7	-1	7.3
Cc1ccc(N2CC3=C(C2=O)C(c2ccccc2)NC(=O)N3C)cc1 (stereo not drawn)	4	-1	0	4	-8	0	5	-4	-1.0
Cc1cc(=O)oc2cc(NC(=O)C(C)Oc3ccccc3)ccc12 (stereo not drawn)	-2	0	0	-3	11	1	1	-1	-0.2
CC(=O)Oc1ccc(C(=O)Nc2cccc(C(=O)Nc3ccccc3C(=O)O)c2)cc1	6	10	0	5	4	-1	16	1	-1.8
COc1cc2cc(C(=O)Nc3ccccc3)c(N)nc2cc1OC	11	0	4	-1	-13	3	10	-3	4.3
CC(=O)N/N=C/c1cc([N+](=O)[O-])ccc1OCCOc1ccccc1	1	-2	-6	-10	3	1	14	-1	-4.9
Cc1ccc(NC2=C(CC(=O)O)C(c3ccccc3)N(c3ccc(C)cc3)C2=O)cc1 (stereo not drawn)	14	-2	-10	-26	-7	-1	-4	-3	0.6
NC(=O)c1cccc(-c2coc3c(C(=O)NC4CCCCC4)cccc23)c1	-7	-11	8	4	nt	13	-7	7	nt
COc1ccc(C(O)c2ncc(-c3ccccc3)[nH]2)cc1F (stereo not drawn)	12	-4	4	-9	nt	1	13	1	nt
